Source: PubChem
BCR signal inh: inhibitors of chronic active B-cell receptor signaling | 340,000 tested, 0.05% active | ABC-DLBCL IkBa-CBG/CBR reporter, luminescence ratio, 4 h | AID 493014 | Potency, µM (highest dose often 46.1 µM), for the others: at the highest dose ratio change, negative = lower green/red ratio, usual class: inhibitors; active means well fitted inhibition curve with a large enough effect in the signal ratio, with a control signal flat, not every such curve was filed as active; inconclusive means small, poorly fitted or top-dose-only effect, or effect the other way, or a change in a side signal; the % refers to the signal ratio;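 further: potency means the concentration at half of the fitted maximal effect; plate controls were basal doxycycline-induced cells for no effect and cells given 10 µM MG132 for full effect; MG132 reads +100%, hits lower the ratio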
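Compounds up to 46 uM were incubated four hours with TMD8 cells whose green CBG68 luciferase is fused to IkappaBalpha; red CBR luminescence normalised the signal, and concentration-effect curves were fitted to fusion, red and ratio data.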
a7 integrin act: activators of alpha7 integrin expression for muscular dystrophy; alpha7betagal myoblasts, beta-gal FDG fluorescence, 48 h; Potency, µM (series often up to 38.3 µM), for inactives: at the top dose activation, most hits filed as activators; 350,000 tested, 0.064% active;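 further: potency means the concentration at half of the fitted maximal effect; 100% = response of the positive control SU9516; nearly all actives have a fitted effect of over 60% in size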
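alpha7betagal+/- myoblasts (passage 13, 250/well) treated 48 h at 37C with compounds at 1:260 dilution of DMSO stock. Lysed, then beta-galactosidase activity read as FDG fluorescence (ex 480/em 540) after 30 min, with pre-read for autofluorescence.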
Giardia killer: Giardia lamblia killing. Giardia lamblia trophozoite viability. activity change, % at 7.66 µM, hits read low. 340,000 tested, 0.15% active; in the data active means activity change below about -80%; inconclusive means between about -30% and that limit;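 further: parasites exposed to compound for two days anaerobically before the ATP read; on the % scale 0 is the no-effect control and ±100 the full control effect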
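ATP-content bioluminescence gauges trophozoite survival. Cells (100/well) receive compound and incubate anaerobically for 48 hrs at 37 deg C; detection reagent follows for 15-30 min at room temperature.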
GALK inh: galactokinase (human) inhibition; P51570; Purified GALK, Kinase-Glo residual ATP luminescence; Potency, µM (highest dose often 57.5 µM), for the others: top-dose activity change, negative = inhibition, hits mostly inhibitors; 270,000 tested, 0.007% active; further: potency means the concentration at half of the fitted maximal effect; on the % scale 0 is the no-effect control and ±100 the full control effect
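Quantitative HTS: GALK 5 nM, ATP 35 uM, galactose 100 uM, 1 h room temperature, then luciferase-based ATP detection.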
B2AR arrestin: recruits beta-arrestin to the human beta2-adrenergic receptor | P07550 | beta-arrestin recruitment to beta2AR, cell-based reporter | Potency, µM (doses to about 46.1 µM), without a hit: top-dose activation, hits mostly activators | 330,000 tested, 0.02% active;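 further: potency means the concentration at half of the fitted maximal effect; 0% = DMSO controls and full agonism = EC100 isoproterenol or metaproterenol; nearly all actives have a fitted effect of over 65% in size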
Menin MLL FP TR: inhibitors of human menin-MLL interaction, mutant MLL peptide; Potency, µM (doses to about 61.6 µM), without a hit: at the top dose FP activity change, negative = inhibition, usual class: inhibitors; AID 1768; 270,000 tested, 0.23% active; Menin + Texas Red MLL mutant peptide, fluorescence polarization; active means well fitted inhibition curve with a large enough effect in the polarisation, with a control signal flat, not every such curve was filed as active; inconclusive means small, poorly fitted or top-dose-only effect, or effect the other way, or a change in a side signal; inactive means no such curve, though single readings can be large or run the other way; the % refers to the polarisation; further: potency means the concentration at half of the fitted maximal effect; % of control where 0% means no effect; many of its hits are not listed in these tables
S-ASM inh: inhibitors of human secretory acid sphingomyelinase. P17405. Potency, µM (top dose mostly 57.5 µM), for the others: top-dose activity change, negative = inhibition, most hits filed as inhibitors. AID 504937. placental ASM, HMU-PC fluorogenic substrate, 60 min. 340,000 tested, 0.006% active; further: potency means the concentration at half of the fitted maximal effect
Target sequence (P17405 47-631 limits assumed): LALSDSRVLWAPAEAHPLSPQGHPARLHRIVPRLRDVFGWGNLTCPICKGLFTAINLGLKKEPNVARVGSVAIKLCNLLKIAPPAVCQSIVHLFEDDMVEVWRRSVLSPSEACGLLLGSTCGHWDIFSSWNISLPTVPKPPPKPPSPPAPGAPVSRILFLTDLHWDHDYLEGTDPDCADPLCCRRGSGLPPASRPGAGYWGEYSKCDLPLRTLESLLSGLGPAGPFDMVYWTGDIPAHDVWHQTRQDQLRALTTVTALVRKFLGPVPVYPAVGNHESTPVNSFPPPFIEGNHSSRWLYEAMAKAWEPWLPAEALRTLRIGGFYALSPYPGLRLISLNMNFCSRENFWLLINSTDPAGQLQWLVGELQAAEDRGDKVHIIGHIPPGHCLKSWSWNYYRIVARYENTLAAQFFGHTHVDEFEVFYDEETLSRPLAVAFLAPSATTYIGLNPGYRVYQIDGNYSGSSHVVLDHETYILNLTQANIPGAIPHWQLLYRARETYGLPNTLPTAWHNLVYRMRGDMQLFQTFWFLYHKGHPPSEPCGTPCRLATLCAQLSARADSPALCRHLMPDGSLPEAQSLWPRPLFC
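Fluorogenic HMU-PC substrate (9 uM final) is turned over by placental ASM in 60 min at 37 C after a 10 min compound preincubation. Reaction ended by alkaline stop (pH 10), with fluorescence read at 386/447 nm.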
FBPA coupling cs: coupling enzyme interference in Giardia aldolase counter-screen; coupling enzyme system counterscreen, AmpLite Red fluorescence; 290,000 tested, 0.67% active; AID 2472; activity change, negative = inhibition, % at 58.2 µM, hits read low; in the data active means activity change below about -30%; further: on the % scale 0 is the no-effect control and ±100 the full control effect
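Counterscreen of the coupled detection system alone, without aldolase: glyceraldehyde-3-phosphate coupling enzymes plus AmpLite Red readout. Compounds at 57.5 uM final, 10 min RT preincubation, 20 min RT reaction, fluorescence 525/598 nm.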
PTAP TSG101 blk: blocks PTAP/TSG101 interaction to inhibit HIV-1 budding. Q99816. Fluorescence polarization, FITC-PTAP peptide / Tsg101 binding. Potency, µM (highest dose often 115 µM), for the others: top-dose activity change, negative = inhibition, most hits filed as inhibitors. 340,000 tested, under 10 active; active means well fitted inhibition curve with a large enough effect in the main read-out, with a control signal flat, not every such curve was filed as active; inconclusive means small, poorly fitted or top-dose-only effect, or effect the other way, or a change in a side signal; inactive means no such curve, though single readings can be large or run the other way; further: potency means the concentration at half of the fitted maximal effect; % of control where 0% means no effect
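Fluorescence polarization binding of Tsg101 binding domain (10 uM final) to FITC-labeled PTAP peptide (50 nM final) in HEPES pH 7.5 buffer with NaCl, Tween 20, EDTA, TCEP. Compounds added before peptide; binding 20 min at RT.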
PKM2 activator: activators of human pyruvate kinase M2 | 260,000 tested, 0.34% active | AID 1631 | purified PKM2, Kinase-Glo ATP luminescence, activation; response scale: 0% is enzyme alone, no compound | Potency, µM (doses to about 57.5 µM), without a hit: top-dose activation, hits mostly activators; further: potency means the concentration at half of the fitted maximal effect; on the % scale 0 is the no-effect control and ±100 the full control effect; nearly all actives have a fitted effect of over 55% in size
Target sequence (P14618 whole entry, looked up): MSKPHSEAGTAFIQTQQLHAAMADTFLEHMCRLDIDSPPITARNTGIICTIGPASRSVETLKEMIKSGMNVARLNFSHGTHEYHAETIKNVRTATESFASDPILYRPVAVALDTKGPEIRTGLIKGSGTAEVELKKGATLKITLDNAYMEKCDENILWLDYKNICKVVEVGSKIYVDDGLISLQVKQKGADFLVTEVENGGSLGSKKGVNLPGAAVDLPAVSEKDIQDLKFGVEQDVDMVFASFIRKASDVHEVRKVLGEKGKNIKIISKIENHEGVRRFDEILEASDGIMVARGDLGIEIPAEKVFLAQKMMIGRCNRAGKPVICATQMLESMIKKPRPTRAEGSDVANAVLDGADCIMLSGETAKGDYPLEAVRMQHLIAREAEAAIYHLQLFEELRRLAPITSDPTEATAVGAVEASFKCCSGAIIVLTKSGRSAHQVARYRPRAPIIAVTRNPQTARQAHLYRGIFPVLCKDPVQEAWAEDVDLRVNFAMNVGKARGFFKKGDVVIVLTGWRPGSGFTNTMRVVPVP
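Kinase-Glo luminescence reports ATP generated from ADP (0.1 mM) and PEP (0.5 mM) by purified hPK-M2 after 1 h at room temperature, pH 7.2 imidazole buffer; intermediate enzyme activity allows detecting inhibitors and activators.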
Tb PFK block: T. brucei PFK enzyme inhibition; 330,000 tested, 0.17% active; O15648; T. brucei PFK, ADP-Glo luminescence; Potency, µM (doses to about 57.5 µM), without a hit: top-dose activity, negative = inhibition, hits mostly inhibitors;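 further: potency means the concentration at half of the fitted maximal effect; 0% = uninhibited 1x PFK enzyme wells and -100% = no-enzyme wells; nearly all actives have a fitted effect of over 60% in size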
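Compounds were pin-transferred as a titration series up to 57 uM into substrate buffer (0.5 mM F6P, 0.1 mM ATP, pH 8.0), then 1.25 nM PFK was added and reactions ran 45 min before ADP-Glo detection.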
An asterisk follows results filed as active; ? = inconclusive; nt = not tested or not shown; & = joins results of further samples; [ ] = remark or other dose. Unless noted, the call rests on the fitted dose curve; in most records, active means well fitted curve in the direction sought with a large enough effect; inconclusive means small, poorly fitted or top-dose-only effect, or another doubt; inactive means no such curve, though single readings can be large; an effect the other way counts as inactive or inconclusive.

no.	canonical_smiles	BCR signal inh	a7 integrin act	Giardia killer	GALK inh	B2AR arrestin	Menin MLL FP TR	S-ASM inh	FBPA coupling cs	PTAP TSG101 blk	PKM2 activator	Tb PFK block
1	COc1ccc(CNC(=O)Cn2cccc2C(=O)c2ccccc2C)cc1	-14%	1%	-4	2%	-0.6%	-14%	0%	1	-1%	nt	-9%
2	O=C(CCNS(=O)(=O)c1ccccc1)N1CCN(C(c2ccccc2)c2ccccc2)CC1	3%	nt	nt	2%	-0.1%	nt	nt	nt	nt	1%	-1%
3	COC(=O)C1=C(C)N(Cc2ccccc2)C(=NCc2cccc(Cl)c2)N[C@H]1c1ccccc1	1%&-5%&-2%	-40%	1	nt	0.3%&-0.2%&-0.1%	-2%&-3%	-8%	1&-3	3%	0%&1%	0%&2%&2%
4	Cc1cc(Cl)c(OCCCN(C)C)c(Br)c1	-2%	-24%	-14	3%	-0.1%	-6%	2%	-3	1%	1%	-1%
5	COc1cccc(CN(C)C(=O)CCN=C2NS(=O)(=O)c3ccccc32)c1OC	-1%	10%	-11	nt	-0.2%	nt	1%	nt	1%	nt	0%
6	O=C(NCc1ccc(Cl)cc1)c1ccc(-c2ccccc2C(F)(F)F)o1	?	-14%	14	nt	0.1%	0%	-14%	2	0%	7%	-3%
7	CC(C)(CNc1ccc(C(F)(F)F)cc1[N+](=O)[O-])N1CCOCC1	?	-17%	4	-2%	0.3%	nt	-10%	nt	-1%	1%	3%
8	COc1cccc(CNC(=O)CN2C(=O)COc3ccc(S(=O)(=O)N4CCC(C)CC4)cc32)c1	16%	?	18	-1%	0.3%	-1%	-1%	-2	0%	nt	-3%
9	COc1ccc(NC(=O)C(=O)NNC(=O)c2cccs2)cc1	?	-29%	10	nt	-0.3%	6%	0%	1	0%	3%	?
10	CCc1c(C)sc(NC(=O)/C=C/c2ccc3c(c2)OCO3)c1C(=O)OC	3%	-29%	10	0%	0.4%	-9%	39%[activator]	-2	-2%	0%	1%
11	COc1ccccc1NC(=O)CS(=O)(=O)c1cn(CC(=O)N2CCCC2)c2ccccc12	-1%	11%	-4	-4%	-0.3%	nt	2%	nt	-5%	5%	5%
12	COc1cc(/C=N/N2CCN(Cc3ccc(C)cc3)CC2)cc(OC)c1O	-10%	-16%	-2	-2%	0.1%	-15%	2%	-1	-6%	7%	-4%
13	O=C(COC(=O)C1CC(=O)N(Cc2ccccc2)C1)Nc1ccc2c(c1)OCO2 (stereo unspecified)	-1%	-46%[inhibitor]	7	6%	-0.7%	3%	4%	1	-5%	-1%	2%
14	O=C(CC(Nc1ccccc1)c1ccc(F)cc1)c1ccccc1 (stereo unspecified)	?	-20%	21	0%	-0.4%	12%	-13%	3	-1%	5%	2%
15	COc1ccc(/C=N/Nc2nc3ccccc3c(=O)n2-c2ccccc2)cc1OC	?	-17%	-3	1%	0.4%	7%	-2%	2	-2%	-10%	3%
16	O=C(O)COc1ccccc1C(Nc1ccccn1)c1cc(Cl)c2cccnc2c1O (stereo unspecified)	-4%	-17%	1	1%	-0.4%	?	0%	-23	-4%	9%	-9%
17	COc1ccc([N+](=O)[O-])cc1N(CC(=O)N1CCOCC1)S(C)(=O)=O	-6%	-5%	-15	2%	0.3%	-12%	2%	2	0%	-5%	-3%
18	COc1ccccc1-c1nnc(SCC(=O)N2CCCCC2)o1	?	14%	-22	1%	-0.7%	nt	2%	nt	-3%	-1%	-4%
19	CCOC(=O)N1CCN(C(=O)CCS(=O)(=O)c2cc3c(cc2Cl)NC(=O)CO3)CC1	-1%	-37%	9	nt	0.0%	-3%	3%	3	-8%	-11%	2%
20	CCc1c(C)c2ccc(OCC(=O)NCC3CCC(C(=O)O)CC3)c(C)c2oc1=O (stereo unspecified)	-2%	10%	-1	nt	-0.9%	-3%	-4%	1	-5%	-2%	4%
21	CCn1c(CNc2nc(-c3ccccc3)cs2)nnc1SCC(=O)NCc1ccco1	6%	-9%	-6	-2%	0.4%	-11%	-4%	-2	-1%	17%	-1%
22	O=C1CCc2nc3ccccc3c(=O)n2N1	?	3%	-5	-1%	0.0%	-13%	0%	1	0%	-3%	3%
23	c1ccc(-c2nc3c([nH]2)CCc2nonc2-3)cc1	?	7%	-2	6%	0.0%	-4%	-1%	-11	-3%	-9%	-5%
24	CC(=O)Nc1ccc(S(=O)(=O)N2CCN(c3ccc([N+](=O)[O-])cc3)CC2)cc1	0%	0%	-1	1%	0.0%	?	-10%	0	-3%	1%	-1%
25	CCN(Cc1ccccc1)C(=O)C1CCN(Cc2ccc(SC)cc2)CC1	?	-32%	6	-3%	-1.0%	-18%	4%	-1	-2%	9%	7%
26	CCOc1ccc(OCCC(=O)OCC(=O)Nc2cc(OCC)c(N3CCOCC3)cc2OCC)cc1	?	13%	-16	nt	-0.5%	nt	0%	nt	-6%	nt	-18%
27	COc1ccc(Cn2c(CCC(=O)Nc3ccc(C)cc3)nc3cccnc32)cc1	-25%	-2%	-4	1%	0.2%	8%	-1%	-12	-1%	1%	2%
28	CCOc1nc(Nc2ccc(OC)cc2OC)nc(OCC)n1	-8%	0%	0	3%	0.0%	-2%	3%	5	-6%	1%	1%
29	O=C(NCc1ccccc1)C(c1ccco1)N(C(=O)c1ccccn1)c1ccccc1 (stereo unspecified)	0%	19%	-4	5%	0.8%	nt	1%	5	-10%	nt	2%
30	CC1CCN(S(=O)(=O)c2ccc(NC(=O)Cc3ccc(S(=O)(=O)N4CCOCC4)s3)cc2)CC1	11%	-42%	15	nt	0.0%	nt	0%	nt	4%	nt	12%
31	COc1ccccc1NC(=O)C(C)NS(=O)(=O)c1ccc(F)cc1 (stereo unspecified)	-2%	-4%	-14	0%	-0.1%	8%	0%	0	-4%	2%	-2%
32	CC(C)=C(NC(=O)c1ccccc1Br)C(=O)NCCc1nc2ccccc2[nH]1	-1%	9%	0	nt	-0.5%	nt	4%	3	-8%	-1%	-7%
33	COc1ccc(C(=O)N/N=C/c2cn[nH]c2-c2ccc(OC)cc2OC)cc1	-15%	-21%	10	nt	-0.8%	1%	-2%	-1	0%	0%	2%
34	Cc1cc(C)n2nc(SCc3nnc(SCCCCl)o3)nc2n1	7%	21%	1	-1%	-0.1%	0%	-1%	0	-9%	-4%	1%
35	COC(=O)Nc1ccc(N2CCOCC2)c(S(=O)(=O)N2CCOCC2)c1	-1%	?	-5	0%	0.1%	2%	2%	1	-4%	4%[0.46 µM]	-1%
36	CC1CN(C(=O)CSc2ncnc3sccc23)CC(C)O1 (stereo unspecified)	-5%	23%	3	1%	0.6%	6%	2%	3	4%	-1%	4%
37	CC(=O)c1c(NCCc2ccccc2)cc(C)oc1=O	4%	24%	14	0%	0.1%	0%	1%	1	-5%	-13%	0%
38	COc1cc(Cc2nc3ccc(S(=O)(=O)N4CCOCC4)cc3[nH]2)cc(OC)c1OC	10%	0%	-8	1%	-0.3%	-3%	1%	-7	-3%	2%	5%
39	Nc1ccc2oc3ncccc3c(=O)c2c1	8%	11%	-15	-1%	0.2%	1%	-1%	-1	nt	4%	7%
40	CCN(CC)CCCn1c(=S)[nH]c2ccc(Cl)cc2c1=O	12%	-23%	-16	-2%	0.0%	-3%	2%	4	-9%	-20%	-10%
41	CCCc1cc(=O)c2ccc(OC/C(C)=N/O)cc2o1	-9%	?	-7	14%	0.2%	nt	1%	6	0%	19%	2%
42	OCCCNc1nc(-c2ccccc2)c2cc(Br)ccc2n1	?	11%	-8	-2%	-1.0%	-17%	360%[activator]	7	-8%	nt	-7%
43	O=C(NCCN1CCOCC1)Nc1ccccc1	14%	3%	4	-2%	0.0%	3%	0%	-3	-2%	-8%	-1%
44	C=CCNC(=O)c1ccc2c3n(nc2c1)-c1ccccc1CO3	?	3%	?	7%	-0.3%	nt	16%	-5	0%	-19%	-29%
45	Cc1nn(-c2cccc(C(F)(F)F)c2)c(Cl)c1/C=N/Nc1cccc(C(=O)O)c1	?	-1%	-2	1%	-0.6%	?	-14%	7	-3%	-8%	-2%
46	O=C(Cn1cnc2c(NCc3ccccc3)ncnc21)N1CCN(c2ccccn2)CC1	4%	16%	36[activator]	nt	-0.3%	nt	8%	nt	-4%	nt	-7%
47	CC1CN(C(=S)Nc2ccc(Cl)cc2)CC(C)O1 (stereo unspecified)	?	-11%	-14	6%	-0.4%	28%	0%	0	0%	4%[11.5 µM]	-6%
48	CNC(=O)Nc1ccc(Cl)cc1	?	11%	9	-3%	-0.4%	0%	-1%	0	-3%	-1%	-20%

These rows are one share of the data; the hit share may differ from the screen's.
